NOD2 RIPK2 PPI: NOD2-RIPK2 binding disruptors in cells, primary screen, fluorescence, CHO cells, BLA complementation | Receptor-interacting serine/threonine-protein kinase 2 (Homo sapiens), O43353 | CCF4 ratio | inhibition, % at 4.98 µM | actives 0.38% (n = 360,000); in the data active means inhibition above about 21%;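 further: 0% = vehicle only and 100% = reference blocker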
Target sequence (O43353 whole entry, looked up): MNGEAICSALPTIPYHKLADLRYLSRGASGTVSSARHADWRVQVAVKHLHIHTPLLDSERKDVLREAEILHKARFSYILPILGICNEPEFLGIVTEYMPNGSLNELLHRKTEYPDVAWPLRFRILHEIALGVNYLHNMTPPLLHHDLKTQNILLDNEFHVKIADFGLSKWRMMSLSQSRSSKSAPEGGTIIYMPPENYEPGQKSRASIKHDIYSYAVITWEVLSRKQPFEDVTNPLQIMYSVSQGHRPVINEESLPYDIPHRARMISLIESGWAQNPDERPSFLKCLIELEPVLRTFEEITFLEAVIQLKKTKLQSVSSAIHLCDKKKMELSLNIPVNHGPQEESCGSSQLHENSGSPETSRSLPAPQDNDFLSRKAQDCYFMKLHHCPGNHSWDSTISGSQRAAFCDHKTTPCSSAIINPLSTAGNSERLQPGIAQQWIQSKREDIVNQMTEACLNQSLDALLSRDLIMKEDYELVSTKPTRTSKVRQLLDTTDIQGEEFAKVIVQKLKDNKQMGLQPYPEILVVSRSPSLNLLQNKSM
TLR9-MyD88 inh: inhibitors of TLR9-MyD88 association in cells, primary screen, cell-based, CHO, BLA complementation, fluorescence; CCF4 FRET ratio; inhibition, % at 4.98 µM; actives 0.21% (n = 340,000);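 active means inhibition above the mean over all tested compounds plus 3 SD, cut at about 21% in these data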;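 further: 0% = DMSO only wells and 100% = clavulanate BLA inhibitor control wells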
LMP1 NFkB inh: EBV LMP1-driven NF-kappaB luciferase reporter inhibitors, primary screen, cell-based, luminescence, single point. LMP1-induced NF-kappaB luciferase reporter cells. inhibition, % at 12.5 µM. actives 0.69% (n = 350,000). AID 504558, 2011; in the data active means inhibition above about 41%;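 further: 0% = neutral control wells and 100% = reference inhibitor control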
NCOA1 inh: SRC1 coactivator transcriptional activity inhibitors, primary screen, cell-based, luminescence; Nuclear receptor coactivator 1 (Homo sapiens), Q15788; HEK293 GAL4-SRC1 luciferase reporter; inhibition, % at 3.6 µM; actives 0.12% (n = 360,000); AID 588354, 2011;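 active means inhibition above the campaign mean plus 3 SD, with each screening campaign given its own cutoff, cut at about 60% in these data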;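 further: 0% = DMSO treated cells and 100% = gossypol at 36 µM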
LRH-1 inv ag: LRH-1 (NR5A2) inverse agonists, primary screen, cell-based, luminescence, HEK293T, StAR-luciferase reporter; actives 0.13% (n = 360,000); LRH-1 transfected, 24 h; inhibition, % at 3.6 µM;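 active means inhibition above the mean inhibition of all tested compounds plus 3 SD, cut at about 73% in these data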;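 further: 0% = DMSO wells and 100% = reporter-only cells lacking LRH-1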
NCOA2 inhibitor: inhibition of GAL4-SRC2 driven luciferase reporter, primary screen, SRC2 inhibitor project, cell-based, luminescence; actives 0.17% (n = 370,000); HEK293 GAL4-SRC2 luciferase reporter; Nuclear receptor coactivator 2 (Homo sapiens), Q15596; inhibition, % at 9 µM;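 active means inhibition above the mean inhibition of all tested compounds plus 3 SD, set per campaign, cut at about 52% in these data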;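 further: 0% = DMSO treated cells and 100% = cells given Gossypol at 36 µM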
TWEAK-Fn14 inh: inhibitors of TWEAK-Fn14 signaling, primary screen, luciferase reporter cells, uHTS; TWEAK-stimulated Fn14 reporter cells, luciferase luminescence, 8 h; inhibition, % at 10 µM; actives 2% (n = 360,000); AID 1159606, 2016; in the data active means inhibition above about 50%
TRAIL sens C8: viability loss with TRAIL in NB7+C8 cells, primary screen, TRAIL sensitizer project, cell-based, ATPlite luminescence; inhibition (viability loss, TRAIL sensitization), % at 10 µM; actives 1% (n = 360,000);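 active means compounds causing at least 50% loss of cell viability in the single-dose screen, relative to plate controls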
COUP-TFII inh: NR2F2 transcriptional activity inhibitors, primary screen, cell-based, luciferase reporter, HEK293T, luminescence; AID 686940, 2013; actives 0.7% (n = 370,000); HEK293T NGFI-A luciferase reporter; inhibition, % at 8.6 µM; COUP transcription factor 2 (Homo sapiens), P24468;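 active means inhibition above a per-plate cutoff, mean inhibition of test wells between control levels plus 3 SD, cut at about 38% in these data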;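 further: cells cotransfected with COUP-TFII expression vector driving the NGFI-A reporter; 0% = median of COUP-TF2 test wells and 100% = reporter-only cells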
Target sequence (P24468 whole entry, looked up): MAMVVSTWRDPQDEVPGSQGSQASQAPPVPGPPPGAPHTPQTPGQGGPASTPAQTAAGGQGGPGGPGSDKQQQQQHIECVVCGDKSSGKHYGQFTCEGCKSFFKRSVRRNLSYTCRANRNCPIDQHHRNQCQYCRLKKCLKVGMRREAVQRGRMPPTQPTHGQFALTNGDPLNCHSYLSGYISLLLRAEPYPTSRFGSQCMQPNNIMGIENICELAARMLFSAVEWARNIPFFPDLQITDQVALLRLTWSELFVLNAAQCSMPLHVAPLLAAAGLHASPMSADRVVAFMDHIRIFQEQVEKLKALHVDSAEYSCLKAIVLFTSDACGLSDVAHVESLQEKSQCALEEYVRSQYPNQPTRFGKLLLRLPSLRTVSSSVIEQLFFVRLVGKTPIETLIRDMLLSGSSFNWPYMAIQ
TROY signal inh: inhibitors of TROY-driven NF-kB signaling, primary screen, Q293 LMP1-TROYcd cells, NF-kB luciferase, uHTS | Q293 LMP1-TROYcd NF-kB luciferase reporter, 4 h | inhibition, % at 10 µM | actives 0.98% (n = 360,000) | AID 1347056, 2019;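 active means compounds whose plate-normalised and pattern-corrected inhibition of the luciferase reporter signal at the single screening dose is 50% or more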
SRC3 inh: SRC3 coactivator transcriptional activity inhibitors, primary screen, cell-based, luminescence; actives 0.17% (n = 360,000); AID 588352, 2011; inhibition, % at 3.6 µM; HEK293 GAL4-SRC3 luciferase reporter; Nuclear receptor coactivator 3 (Homo sapiens), Q9Y6Q9;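 active means inhibition above a per-campaign cutoff, the mean of all compounds plus 3 SD, cut at about 60% in these data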;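 further: 0% = DMSO-treated cells and 100% = gossypol-treated cells at 36 µM; higher means less SRC3-driven luciferase light from the GAL4 reporter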
Starred values were filed as active, the others as inactive; · = no result given. The list is partial. The share of hits here may be higher or lower than overall.

SMILES	NOD2 RIPK2 PPI	TLR9-MyD88 inh	LMP1 NFkB inh	NCOA1 inh	LRH-1 inv ag	NCOA2 inhibitor	TWEAK-Fn14 inh	TRAIL sens C8	COUP-TFII inh	TROY signal inh	SRC3 inh
O=C(NCc1cccc(Cl)c1)c1cc(COc2ccc3ncccc3c2)on1	2	7	8	19	17	-3	61*	31	68*	53*	28
CCOc1ncccc1C(=O)OCC(=O)Nc1c(C)cc(C)cc1C	-1	4	3	9	10	-17	-1	4	1	1	5
COc1ccc(Cc2c(C3CCCCC3)nc3c4ccccc4ccn23)c(C)c1	3	·	·	-22	23	-26	-12	-13	-1	-9	-9
COC(=O)c1c(NC(=O)CSc2nnnn2-c2ccc3c(c2)OCO3)sc(C)c1C	-2	2	-5	-17	8	-18	-10	7	11	4	1
Cn1c(SCC(=O)Nc2ccc(NC(=O)c3ccccc3F)cc2)nnc1-c1ccncc1	-2	1	-1	-17	-29	·	-9	-15	·	-18	-29
COC(=O)c1cc(OC)c(OC)cc1NC(=O)CN1CCOCC1	3	3	-17	11	4	-21	3	8	1	0	6
Cc1cc(C)nc(N2CCC(C(=O)Nc3ccc(Oc4ccccc4)cc3)CC2)n1	5	-1	-21	5	-7	10	-8	-4	5	1	17
CCOc1ccccc1NS(=O)(=O)N(C)C	0	-2	-15	-11	23	5	-7	-7	-5	-1	9
COc1ccc(-c2noc(CCN3C(=O)c4ccccc4C3=O)n2)cc1OC	-2	-16	1	-16	10	-9	-6	3	-7	1	5
CCCN1C(=O)c2ccccc2NC1c1ccc(Br)cc1 (configuration not stated)	-5	0	4	-23	14	4	10	4	18	-1	6
COC(=O)C(F)(Sc1c(C)n(C)n(-c2ccccc2)c1=O)C(F)(F)F (configuration not stated)	-8	8	-1	-6	7	-13	12	-2	18	-2	7
CC(=O)Nc1ccc(NC(=O)Cn2cnc(S(=O)(=O)N3CCOCC3)c2)cc1	9	-10	-2	-1	-16	18	-5	-22	2	-8	-13
O=C1C=C(c2ccc(Oc3ccccc3)cc2)C[C@@H](c2ccc3c(c2)OCO3)C1	-1	-3	-10	-4	-3	13	-14	8	-2	-16	-10
COc1ccc(CNC(=O)c2sccc2-c2ccccc2)cc1OC	-13	7	12	3	-5	-15	25	15	10	1	7
CCn1c(=O)cc(C(F)(F)F)[nH]c1=S	-6	-4	1	-2	4	-3	-11	-7	-5	13	10
C=CCOc1ccc(/C=C/C(=O)OCC(=O)N(C)CC(=O)Nc2ccccc2Cl)cc1	-9	-1	-11	8	0	-28	1	1	-5	-9	-7
CCOc1ccc(CCNC(=O)COC(=O)CSc2ccccc2C)cc1OCC	-11	-7	-5	-15	42	-15	-7	-1	-15	10	-7
Cc1ccc(NC(=O)C(C)c2ccc(-c3ccccc3)c(F)c2)c(C)c1 (configuration not stated)	-6	5	16	5	-2	-32	-18	24	-7	0	14
COc1ccc(-c2c(C)c3cc(O)ccc3oc2=O)cc1	-4	5	1	-38	-12	3	-8	-27	1	-10	-13
COc1ccccc1C(=O)OCC(=O)NC(C)CCc1ccccc1 (configuration not stated)	9	0	-22	-11	4	8	-8	-6	0	6	-15
CC1CCCN(c2ccc(C(=O)OCC(=O)N3c4ccccc4Sc4ccccc43)cc2[N+](=O)[O-])C1 (configuration not stated)	3	-9	3	-5	8	7	5	-10	-4	1	1
C=CCN(c1ccc(C(=O)Nc2ccc(C)c(C)c2)cc1)S(C)(=O)=O	3	-7	2	-3	-28	-19	-14	-5	-2	-24	-7
COC(=O)/C(=C1/Oc2ccc(C)cc2S1)C(F)(F)F	-9	-2	-19	-50	-21	-5	-4	-2	-26	-63	-35
Cc1ccccc1OCc1nc2ccccc2n1C	1	-10	-29	-64	-107	-29	-8	10	-60	-65	-98
COc1ccc(C(=O)CSc2ccc3nnc(-c4cccnc4)n3n2)cc1	-1	0	3	8	17	19	-15	-1	-1	-1	10
O=C(CSc1ncnc2c1cnn2CCO)Nc1cccc(C(F)(F)F)c1	0	1	11	4	16	19	3	-3	6	20	9
CCCCCC1CC(CC(=O)Nc2ccc([N+](=O)[O-])cc2)OC1=O (configuration not stated)	-2	-11	9	-6	-3	13	-1	2	-1	0	8
CC(Sc1nnc(COc2ccc(Cl)cc2)n1-c1ccccc1)C(=O)O (configuration not stated)	-4	1	8	-6	-18	-8	15	-13	-3	15	-6
CCC(Sc1nc2ccccc2o1)C(=O)O (configuration not stated)	2	0	12	4	5	5	12	-7	-24	-3	-10
Cc1cccc(COC[C@H](Cc2ccccc2)N2CCN(C(=O)c3cc(Cl)cc(Cl)c3)CCC2=O)c1	-4	·	·	·	-15	-3	-12	5	28	11	·
Cc1cc(NC(=O)c2ccc(Cl)cc2)cc(C)c1OCC(=O)N1CCOCC1	-12	0	-13	-48	-46	-38	-33	54*	-31	-41	-40
Cn1nccc1-c1ccc(C(=O)NCc2ccco2)c2occc12	-10	·	·	-43	-32	-25	36	-5	-46	-63	-35
COc1ccccc1-n1cnc2cc(C(=O)NCCCN3CCOCC3)ccc21	5	5	-3	6	-8	8	14	3	7	3	1
O=C(COc1cccnc1[N+](=O)[O-])Nc1ccc(Cl)cc1F	-6	11	-1	-16	-34	-25	-8	-18	-7	-37	-43
CCOC(=O)c1[nH]c2ccccc2c1NC(=O)c1ccc(S(=O)(=O)N2CCCC2)cc1	7	5	1	6	33	-24	13	0	7	2	-12
Cc1ccccc1-c1nc(CS(=O)(=O)CC(=O)NCc2ccc(F)cc2)c(C)o1	6	-1	-10	7	-18	20	-4	-18	-8	10	-15
COC(=O)CCC(=O)OC1(C)C(=O)C=C2C=C(C3CC3)N(CC3CC3)C=C2C1=O (configuration not stated)	-9	-8	50*	6	0	-4	-6	6	1	16	-9
Cc1ccc(OCc2cc(C(=O)N(C)Cc3cnc4ccccn34)no2)cc1C	-9	5	9	-5	-4	6	13	-1	8	16	7
Cc1cccc(C)c1NC(=O)N1CCC(c2nc3ccccc3o2)CC1	12	0	0	-7	-37	-2	5	3	8	2	-1
COc1cc(OC)c(C(=O)C=Cc2ccc(OC)c(OC)c2)c(OC)c1	-35	-1	5	17	38	35	-6	-17	-15	8	24
CCC(C)N(C(=O)c1csnn1)C(C(=O)NC1CCCC1)c1c(F)cccc1Cl (configuration not stated)	-6	0	3	0	12	-6	-31	11	-18	0	4
O=C(NC(Cc1cn(Cc2ccccc2)cn1)C(=O)O)OCC1c2ccccc2-c2ccccc21 (configuration not stated)	-1	·	·	-6	1	·	-18	8	·	10	2
CCC(Oc1ccccc1)C(=O)Nc1ncc([N+](=O)[O-])s1 (configuration not stated)	2	7	-2	0	13	20	8	7	13	48	18
Cc1cc(C)c(S(C)(=O)=O)c(S(=O)(=O)c2ccc(Cl)cc2)n1	-10	1	-31	-12	19	10	-4	0	-8	22	8
Cc1ccc(OC(C)C(=O)N(C)Cc2ccccc2)c([N+](=O)[O-])n1 (configuration not stated)	-3	-5	21	-7	24	-11	-12	-9	12	3	-5
c1ccc(-c2csc(-c3ccncc3)n2)cc1	-12	-7	-5	-19	12	-3	-16	-1	-33	-28	-23
Cn1cnnc1SCC(=O)Nc1ncc(C(F)(F)F)cc1Cl	-2	3	4	-1	-12	-13	10	-14	-12	5	-12
CC(=O)c1ccc(OCc2cc(C(=O)N3CCCCCCC3)no2)cc1	-5	0	-11	-26	-5	-19	-15	-5	-3	-21	10
CN(C1CCCCC1)S(=O)(=O)c1ccc(C(=O)O)cc1	-6	3	2	-55	18	-10	4	2	2	3	11
Nc1c(C(=O)NCCN2CCOCC2)c2nc3ccccc3nc2n1CCc1ccccc1F	-9	-12	10	-4	8	-20	16	16	-6	16	13
O=C(COC(=O)c1ccccc1Br)NC(=O)NCc1ccccc1	1	14	-1	1	-1	2	-21	-6	-14	-6	3
Nc1nc2c(c3c1c(=O)oc1ccccc13)CCCCC2	1	-9	-2	3	-3	-22	13	-4	9	·	10
COc1ccc(CCC(=O)N2CCN(C3CCCCC3)CC2)cc1	2	-1	-11	-15	-9	7	-2	6	-6	5	4
COc1ccc(C2NC(=O)NC(C)=C2C(=O)Nc2cc(C)ccc2C)cc1OC (configuration not stated)	-7	5	0	-2	8	8	-12	-4	-6	-19	4
COCCCn1c(SCC(=O)NC2CCS(=O)(=O)C2)nnc1-c1ccc(Cl)cc1 (configuration not stated)	-3	-6	-5	-8	-1	-13	10	4	-1	0	1
O=C(CC(C(=O)O)c1ccccc1)Nc1cccc2ccccc12 (configuration not stated)	1	-9	-1	-19	1	-9	1	-4	10	-9	1
COc1ccc([C@H]2CC(=O)C=C(c3ccc(Br)c4ccccc34)C2)cc1	-12	0	-5	6	-20	26	7	-4	-1	-2	7
CC(=O)NCCC(=O)N(Cc1ccccc1)c1nc2c(C)cccc2s1	13	-1	4	0	-1	-6	-8	2	6	-22	-5
COc1ccccc1-c1cc(C(=O)Nc2ccccc2SC)no1	-3	-9	-5	-2	-24	-41	-6	17	-12	-18	-2
C=CCN(C(=O)CSc1nc2ccsc2c(=O)n1Cc1ccccn1)c1ccccc1	-10	7	-1	-3	-23	-27	-4	8	1	-15	0
Next section.
SMILES	NOD2 RIPK2 PPI	TLR9-MyD88 inh	LMP1 NFkB inh	NCOA1 inh	LRH-1 inv ag	NCOA2 inhibitor	TWEAK-Fn14 inh	TRAIL sens C8	COUP-TFII inh	TROY signal inh	SRC3 inh
CCOC(=O)c1c(NC(=O)COC(=O)c2ccc(O)cc2)sc(C(=O)NC)c1C	-1	-5	-1	-13	3	4	12	26	10	36	0
CSCCC(NS(=O)(=O)c1cccs1)C(=O)NCc1ccccc1 (configuration not stated)	-2	-4	-3	-1	-16	-9	4	5	2	8	25
CCOC(=O)[C@@H]1[C@H]2COc3ccc(Br)cc3[C@@H]2N2C(=O)N(c3ccc(Br)cc3)C(=O)[C@@]12C	-5	1	-1	-6	-1	4	19	2	14	6	13
CC(C)NC(=O)C1(C)Cc2c(-c3cccc(C(F)(F)F)c3)ccnc2O1 (configuration not stated)	-7	·	·	7	-26	14	0	1	15	0	4

2 entries picked at random from the list so far, as already listed:
SMILES	NOD2 RIPK2 PPI	TLR9-MyD88 inh	LMP1 NFkB inh	NCOA1 inh	LRH-1 inv ag	NCOA2 inhibitor	TWEAK-Fn14 inh	TRAIL sens C8	COUP-TFII inh	TROY signal inh	SRC3 inh
CCOC(=O)c1c(NC(=O)COC(=O)c2ccc(O)cc2)sc(C(=O)NC)c1C	-1	-5	-1	-13	3	4	12	26	10	36	0
CSCCC(NS(=O)(=O)c1cccs1)C(=O)NCc1ccccc1 (configuration not stated)	-2	-4	-3	-1	-16	-9	4	5	2	8	25

Compound activity as filed in PubChem BioAssay.
